ALOX15 inhib: qHTS Assay for Inhibitors of 15-hLO (15-human lipoxygenase) | Potency, µM (highest dose often 57.1 µM), for inactives: at the highest dose activity change, negative = inhibition, hits mostly inhibitors | purified 15hLO-1, xylenol orange hydroperoxide absorbance | hit rate 1.4% among 74,000 | Polyunsaturated fatty acid lipoxygenase ALOX15 (Homo sapiens), P16050; further: potency means the concentration at half of the fitted maximal effect; on the % scale 0 is the no-effect control and ±100 the full control effect; nearly all actives have a fitted effect of over 55% in size
Target sequence (P16050 whole entry, looked up): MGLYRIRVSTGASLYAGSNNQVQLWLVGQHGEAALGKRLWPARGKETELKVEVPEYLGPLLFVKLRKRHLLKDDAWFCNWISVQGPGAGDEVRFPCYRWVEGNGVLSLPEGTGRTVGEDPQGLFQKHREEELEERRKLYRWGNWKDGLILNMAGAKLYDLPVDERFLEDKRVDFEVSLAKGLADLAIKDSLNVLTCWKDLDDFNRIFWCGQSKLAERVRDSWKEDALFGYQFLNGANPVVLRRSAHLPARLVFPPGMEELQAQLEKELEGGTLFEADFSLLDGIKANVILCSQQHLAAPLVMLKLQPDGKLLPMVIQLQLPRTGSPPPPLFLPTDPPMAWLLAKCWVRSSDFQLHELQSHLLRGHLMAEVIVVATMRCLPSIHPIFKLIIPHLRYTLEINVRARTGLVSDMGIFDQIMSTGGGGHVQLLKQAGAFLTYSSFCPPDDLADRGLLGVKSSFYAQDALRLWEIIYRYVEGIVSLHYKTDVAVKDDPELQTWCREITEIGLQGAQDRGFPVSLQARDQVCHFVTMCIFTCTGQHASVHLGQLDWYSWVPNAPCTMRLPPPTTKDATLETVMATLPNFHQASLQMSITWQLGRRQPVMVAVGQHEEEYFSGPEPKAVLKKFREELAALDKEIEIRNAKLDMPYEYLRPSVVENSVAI
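Purified human 15hLO-1 (40 nM final) in 25 mM Hepes pH 7.5, 0.01% Triton X-100 was preincubated with compound 15 min at room temperature, then reacted 6 min with 50 uM arachidonic acid; hydroperoxide detected by Fe-XO, 573/405 nm absorbance ratio.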
DNA Pol III inh: qHTS Assay for Inhibitors of DNA Polymerase III Holoenzyme System; reconstituted DNA polymerase III holoenzyme replication, biochemical; Potency, µM (doses to about 57.1 µM), without a hit: at the top dose activity change, negative = inhibition; hit rate 0.25% among 71,000; further: potency means the concentration at half of the fitted maximal effect; on the % scale 0 is the no-effect control and ±100 the full control effect
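Reconstituted *E. coli* holoenzyme (0.35 nM Pol III, 1 nM beta, 154 nM SSB, 2 nM primase) was preincubated with compound for 15 min at RT. Synthesis on 1.4 nM ssM13Gori ran 35 min, then was stopped with PicoGreen/EDTA and read as dsDNA fluorescence.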
4-MU autofl: qHTS Assay for Spectroscopic Profiling in 4-MU Spectral Region | max dye-equivalent concentration, M | AID 589, 2007 | hit rate 11% among 59,000 | compound autofluorescence, 340/450 nm, 4-MU equivalents; hits give high values; in the data active means max dye-equivalent concentration above about 10 nM; inconclusive means mostly about 1.1 nM to 9.6 nM
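Compounds in 100 mM Tris, pH 8.0, sat 15 min at room temperature before fluorescence was read at 340 nm excitation/450 nm emission; a per-plate six-point 4-MU standard curve converted signals to dye-equivalent concentration at each compound concentration.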
HBB splice mod: qHTS Assay for Modulators of Hemoglobin Beta Chain Splicing; HBB splicing reporter cell assay, activation; EGFP reporter with mutant IVS2-654 intron; response scale: normalised to 500 nM splice-correcting PNA; Potency, µM (titrated, usually from 46.1 µM), inactives show top-dose activation, usual class: activators; hit rate 0.06% among 65,000; further: potency means the concentration at half of the fitted maximal effect; 0% is about no effect
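HeLa cells stably expressing EGFP interrupted by mutant beta-globin intron 2 (IVS2-654), 500/well in 2% FCS. Treated with compound for 2 days at 37C. Splicing correction scored as total well GFP intensity (488 nm excitation, 500-520 nm emission); 500 nM antisense PNA served as control.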
GFP derepression: qHTS Assay for Epigenetic Modulators; mouse C127i GFP locus derepression, cytometry, 30 h; Potency, µM (highest dose often 46.1 µM), without a hit: at the highest dose GFP derepression (activation); hit rate 0.09% among 68,000; further: % of control where 0% means no effect
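Murine C127i mammary cells carrying a silenced, stably integrated CMV-driven GFP reporter were treated with compound for 30 hours at 37 C. After PBS washes, GFP-positive cells were counted by laser-scanning microplate cytometry.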
Ub-GFP proteasome: Ubiquitin-GFP Assay; Ubiquitin-GFP reporter cells, proteasome inhibition, GFP fluorescence; response scale: untreated = 0%, 10 µM MG-132 = 100%; Potency, µM (highest dose often 45.9 µM), inactives show top-dose activation (GFP accumulation), hits mostly activators; 67,000 tested, under 10 active; AID 526, 2006; active means well fitted activation curve with a large enough effect, not every such curve was filed as active; inconclusive means small, poorly fitted or top-dose-only effect, or another doubt; inactive means no such curve, though single readings can be large or run the other way; further: potency means the concentration at half of the fitted maximal effect
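Proteasome blockade was scored as a rise in GFP-expressing U2OS cells carrying a ubiquitin(G76V)-GFP construct, imaged after 4 hr compound treatment at 37 °C across a 46 uM–2.9 nM series.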
Fluorescein fluor: qHTS Assay for Spectroscopic Profiling in Fluorescein Spectral Region | Compound autofluorescence, 480/540 nm, fluorescein-equivalent; hits give high values | max fluorescein-equivalent concentration, M | hit rate 0.91% among 59,000; in the data active means max fluorescein-equivalent concentration above about 10 nM; inconclusive means between about 1.1 nM and that limit
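Library compounds, added at multiple concentrations to pH 8.0 Tris buffer (100 mM), incubate 15 min at room temperature before CCD imaging at 480 nm excitation and 540 nm emission.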
Rhodamine autofl: qHTS Assay for Spectroscopic Profiling in Rhodamine Spectral Region. max dye-equivalent concentration, M. Rhodamine-region fluorescence, 547/598 nm, Tris buffer; hits give high values. AID 594, 2007. hit rate 0.05% among 59,000; in the data active means max dye-equivalent concentration above about 11 nM; inconclusive means between about 1.1 nM and that limit
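qHTS spectral profiling of compounds without any target or enzyme present, in pH 8.0 Tris buffer; plates were read after a 15-minute room-temperature incubation using the rhodamine-region filter set.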
TexasRed autofl: qHTS Assay for Spectroscopic Profiling in Texas Red Spectral Region; Compound fluorescence, Texas Red channel, 547/618 nm; hits give high values; max dye-equivalent concentration, M; hit rate 0.06% among 59,000; AID 587, 2007; in the data active means max dye-equivalent concentration above about 10 nM; inconclusive means between about 1.1 nM and that limit
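Spectral interference profiling: each compound concentration's relative fluorescence, read with a 547 nm excitation and 618 nm emission filter pair, was normalized to a per-plate Texas Red standard curve.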
Hsp90 Hop PPI: qHTS Assay for Disrupters of an Hsp90 Co-Chaperone Interaction. Hsp90 C-terminal peptide / TPR2A (Hop) interaction, human. AID 595, 2007. Potency, µM (highest dose often 57 µM), without a hit: at the highest dose activity change, negative = inhibition. AlphaScreen TPR2A-His6 binding biotin-Hsp90 C-terminal peptide. hit rate 0.44% among 71,000; active means well fitted curve in either direction with a large enough effect; inconclusive means small, poorly fitted or top-dose-only effect, or another doubt; further: potency means the concentration at half of the fitted maximal effect; on the % scale 0 is the no-effect control and ±100 the full control effect; many of its hits are not listed in these tables
HADH2 inhib: qHTS Assay for Inhibitors of HADH2 (Hydroxyacyl-Coenzyme A Dehydrogenase, Type II). 3-hydroxyacyl-CoA dehydrogenase type-2 (Homo sapiens), Q99714. recombinant HADH2, NADH fluorescence, beta-hydroxybutyryl-CoA. Potency, µM (doses to about 57.1 µM), without a hit: at the top dose activity change, negative = inhibition, actives largely listed as inhibitors. hit rate 3.4% among 73,000; further: potency means the concentration at half of the fitted maximal effect; on the % scale 0 is the no-effect control and ±100 the full control effect; nearly all actives have a fitted effect of over 60% in size; many of its hits are not listed in these tables
Target sequence (Q99714 whole entry, looked up, one chain of several): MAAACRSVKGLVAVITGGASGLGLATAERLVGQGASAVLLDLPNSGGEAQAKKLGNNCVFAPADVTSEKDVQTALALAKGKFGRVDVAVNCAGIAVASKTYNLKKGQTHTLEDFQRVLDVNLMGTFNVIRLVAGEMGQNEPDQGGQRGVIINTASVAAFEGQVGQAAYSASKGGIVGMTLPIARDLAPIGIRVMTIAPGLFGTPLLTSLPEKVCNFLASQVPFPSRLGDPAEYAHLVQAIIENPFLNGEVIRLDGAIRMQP
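NADH fluorescence (ex 360/em 450 nm) read every 30 s for 4 min; activity taken as last-minus-first time point difference. Enzyme 20 nM, NAD+ 1 mM, beta-hydroxybutyryl-CoA 90 uM, pH 9.0 Tris buffer.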
* = called active by the depositor; i = inactive; ? = inconclusive; / = no result given; ! = repeats disagree; [ ] = another dose, or the depositor's remark. Unless noted, the call rests on the fitted dose curve; in most records, active means well fitted curve in the direction sought with a large enough effect; inconclusive means small, poorly fitted or top-dose-only effect, or another doubt; inactive means no such curve, though single readings can be large; an effect the other way counts as inactive or inconclusive. Some of the compounds tested, so the mix of outcomes need not match the whole.

Values run as follows: HBB splice mod | Rhodamine autofl | Fluorescein fluor | GFP derepression | ALOX15 inhib | 4-MU autofl | Hsp90 Hop PPI | DNA Pol III inh | TexasRed autofl | Ub-GFP proteasome | HADH2 inhib
C=CCn1nnnc1SCC(=O)Nc1ccccc1C(=O)OC
    2.6% | i | ? | -2% | 3% | i | 3% | -4% | i | 0% | -1%
O=C(c1ccncc1)N1CCC2(CCN(Cc3ccncc3)CC2)CC1
    1.3% | i | i | 2%[9.22 µM] | 0% | i | -4% | 7% | i | -4% | -1%
COc1ccc(C(NC(=O)C(C)(C)C)NC(=O)C(C)(C)C)cc1
    -0.9% | i | ? | 1% | -4% | 2.6e-08M* | -5% | -10% | i | -3% | 2%
c1ccc2c(CN3CCN(Cc4c[nH]c5ccccc45)CC3)c[nH]c2c1
    0.7%[9.22 µM] | i | i | 7%[9.22 µM] | 9%[11.4 µM] | ? | -6%[11 µM] | 0%[11.4 µM] | i | 2%[9.17 µM] | 6%[11.4 µM]
CCCOC(=O)CCCCC1SCC(NC(=O)OC)C1NC(=O)OC (stereo unspecified)
    / | i | i | 2% | 6% | i | 1% | -5% | i | 3% | 5%
CSc1nncc(-c2ccc(F)cc2)n1
    / | i | ? | 0% | -18% | i | ? | -9% | i | 0% | 2%
N#CCc1c(C#N)c(N)nc(N2CCN(S(=O)(=O)c3ccccc3)CC2)c1C#N
    -1.0% | i | i | 0% | -8% | 1.5e-08M* | 3% | -3% | i | 2% | 32µM*
c1ccc(Oc2cccc(OCCn3cncn3)c2)cc1
    -0.9% | i | ? | 4% | 2% | i | -3% | -5% | i | -1% | 7%
COC(=O)C1=CN(C)C=C(C(=O)OC)C1c1ccsc1
    -3.8%[0.0738 µM] | / | / | -2% | -4%[11.4 µM] | / | 5%[11 µM] | -12%[11.4 µM] | / | -12%[9.17 µM] | ?
Cc1ccc(O)c(N)c1
    -1.3% | / | / | / | ? | / | -3% | -4% | / | / | ?
COCc1nnc(NC(=O)c2ccc(S(=O)(=O)N(C)C3CCCCC3)cc2)o1
    -1.0% | i | i | 0% | 65%[activator] | i | ? | -2% | i | -4% | 2%
COc1cccc(Cn2c(=O)c(C)nc3cnc(N4CCN(C)CC4)nc32)c1
    2.3% | i | i | 8%[9.22 µM] | -1% | i | -12% | -8% | i | 6% | 2%
Cc1onc(-c2ccccc2)c1C(=O)NC(C)C1CCCO1 (stereo unspecified)
    -0.2% | i | i | 5% | 1% | i | -2% | -2% | i | 12% | 5%
O=C(Nc1sc2c(c1C(=O)O)CCCC2)c1cccs1
    0.7%[9.22 µM] | / | / | -2% | -24% | / | 1% | -7% | / | -4% | ?
Cc1ccc(Nc2cc(=O)n(C3CCCCC3)c(=O)[nH]2)cc1C
    3.2% | i | ? | 3% | -5% | i | -3% | -6% | i | -3% | -19%
CC(C)C(=O)Nc1ccc(N2CCN(S(C)(=O)=O)CC2)cc1
    -0.4% | i | i | 2% | -2% | i | -2% | -3% | i | -3% | 16%
O=C(CN(Cc1ccco1)C(=O)CNS(=O)(=O)c1ccccc1)NCc1ccc(F)cc1
    / | i | i | 1% | 3% | i | -7% | -1% | i | -1% | 10%
CCOc1cc2[nH]c(=S)n(CCCC(=O)NCc3ccco3)c(=O)c2cc1OCC
    1.0% | i | i | -3% | -3% | i | 1% | -5% | i | 13% | -6%
CNc1ncncc1-c1c(C)noc1C
    0.8% | i | i | 5%[9.22 µM] | ? | i | -1% | -3% | i | 19% | ?
COc1ccccc1C(CC(=O)Nc1nccs1)c1ccco1 (stereo unspecified)
    / | i | i | 8%[20.6 µM] | / | ? | / | / | i | / | /
Cc1cc(C)nc(/N=C2/NC(=O)CS2)n1
    0.2%[57.5 µM] | i | i | 1% | -1% | i | -1% | 2% | i | -5% | -22%
COc1cc(CNc2ccc3c(c2)CCC3)cc(OC)c1O
    -5.2%[0.0738 µM] | / | / | 2% | ? | / | -8%[11 µM] | -6%[11.4 µM] | / | -6%[9.17 µM] | -16%[11.4 µM]
O=C(NCc1cccnc1)c1cccc(F)c1
    -1.4% | / | / | -2% | 7% | / | -8% | -5% | / | -15% | 6%
COCCN(CCOC)S(=O)(=O)c1ccc(OC)cc1
    4.8% | i | ? | -3% | 11% | i | -1% | -4% | i | 3% | 12%
CN1CCc2c(c3ccccc3n2Cc2ccccc2)C1
    -0.4% | i | ? | -1%[20.6 µM] | 0% | i | 1%[2.3 µM] | -6% | i | -4% | 2%
O=C(CCCOc1ccccc1)Nc1cccc(C(=O)O)c1
    1.1%[9.22 µM] | / | / | -2% | 10% | / | 1% | -2% | / | -12% | -7%
CNC(=O)Nc1cccc(C(F)(F)F)c1
    1.7% | i | i | 0% | 4% | i | -5% | -7% | ? | -3% | 9%
CCCCc1cc(=O)oc2c(CN3CCCC3)c(O)ccc12
    / | i | i | 2%[20.6 µM] | / | 1.4e-05M* | / | / | i | / | /
COc1ccc(N2C(=O)CC(N3CCC(C(N)=O)CC3)C2=O)cc1 (stereo unspecified)
    0.0% | i | i | -3% | 3% | i | 1% | -1% | i | -3% | -4%
CCOc1c(Br)cc(C2NS(=O)(=O)N=C3CCCCCN32)cc1OC (stereo unspecified)
    -0.1%[57.5 µM] | i | i | 5% | 9% | i | -2% | -1% | ? | -6% | -6%
C=CCn1cnc2c(c1=O)c1nc3ccccc3nc1n2-c1ccc(C)cc1
    / | i | i | 0%[20.6 µM] | / | 2.9e-08M* | / | / | i | / | /
CC(=O)C1=C(O)C(=O)N(c2cccc(C(=O)O)c2)C1c1ccc(F)cc1 (stereo unspecified)
    / | i | i | -4%[20.6 µM] | / | ? | / | / | i | / | /
CCn1cc(NC(=O)Nc2ccc(OC)c(OC)c2)c(C(N)=O)n1
    7.7% | i | i | 0% | -2% | i | -6% | -3% | i | -2% | -9%
CC(C)NC(=O)c1cc(-c2ccc(Br)cc2)on1
    -1.2% | i | i | 0% | 4% | i | 1% | 0% | i | -1% | 2%
CC1=C(C(=O)OCCOC(C)C)C(c2cccnc2)C2=C(CCCC2=O)N1 (stereo unspecified)
    2.1% | / | / | 4% | -7% | / | -2% | -1% | / | -10% | 32µM*
COc1cc2c(C)nc3onc(-c4ccccc4)c3c2cc1OC
    0.1% | i | i | 14% | 1% | ? | -2% | -9% | i | 11% | 63%[activator]
Cc1noc(C)c1S(=O)(=O)Nc1ccc(C(=O)NCCc2ccccc2)cc1
    1.6% | i | i | 3% | -3% | i | -4% | 1% | i | -5% | -10%
O=C(Cn1cnc2c(nnn2Cc2ccccc2F)c1=O)N1CCN(c2ccccc2)CC1
    0.8% | i | i | -2% | 4% | i | 3% | -2% | i | 2% | 5%
CCN(CC)CCNC(=O)c1ccc(N)cc1
    1.0%[20.6 µM] | i | ? | -1%[20.6 µM] | 2% | 5.1e-08M*! | 1%[26 µM] | 1%[25.6 µM] | i | 3%[20.5 µM] | 5%[25.6 µM]
Cc1nc2cnc(N(C)C)nc2n(Cc2ccc(F)cc2)c1=O
    -0.4% | i | i | -4%[9.22 µM] | -25% | 1.8e-08M* | 19% | -9% | i | 1% | -7%
O=C(Cc1cccs1)NCc1ccc(F)cc1
    1.2% | i | i | -4% | 1% | i | 0% | -5% | ? | -3% | -4%
CC(C)c1ccc(O)c(N)c1
    / | i | i | -4%[20.6 µM] | / | i | / | / | i | / | /
COCCNc1nc2c(c(=O)n(C)c(=O)n2C)n1Cc1cccc(C(F)(F)F)c1
    / | i | ? | -3%[20.6 µM] | / | i | / | / | i | / | /
CSC1=N/C(=C\C=C\c2cccs2)C(=O)S1
    -3.7% | / | / | 2% | ? | / | ? | 0% | / | -3% | ?
CCOCC(=O)Nc1ccc2c(c1)OCCO2
    / | i | i | 0% | 1% | i | 1% | -1% | i | -3% | 11%
COc1cc(NC(=O)c2onc(C)c2Cl)c(OC)cc1Cl
    -0.8% | / | / | 1% | 0% | / | 1% | -2% | / | -3% | -4%
CCOC(=O)C1CCCN(S(=O)(=O)c2cccs2)C1 (stereo unspecified)
    2.3% | i | ? | 0% | 8% | i | 8% | -2% | i | 3% | 1%
Cc1cc(C)c(C)c(S(=O)(=O)NCC(=O)N2CCCC2)c1C
    1.4% | i | ? | -3% | 14% | i | -1% | -1% | i | -5% | 7%

From PubChem
